# Source: PubChem BioAssay (National Center for Advancing Translational Sciences (NCATS))
# KDM5B inh – blocks human KDM5B histone demethylase activity. Q9UGL1. KDM5B demethylase, FDH-coupled NADH fluorescence (FDH is formaldehyde dehydrogenase). Potency, µM (highest dose often 57.7 µM), without a hit: at the top dose activity change, negative = inhibition, hits mostly inhibitors. hit rate 2.6% among 220,000. AID 1347165; active = well fitted inhibition curve with a large enough effect; inconclusive = small, poorly fitted or top-dose-only effect; inactive = no such curve, though single readings can be large or run the other way; note: 0% is about no effect; nearly all actives have a fitted effect of over 70% in size
# Target sequence (Q9UGL1 whole entry, looked up): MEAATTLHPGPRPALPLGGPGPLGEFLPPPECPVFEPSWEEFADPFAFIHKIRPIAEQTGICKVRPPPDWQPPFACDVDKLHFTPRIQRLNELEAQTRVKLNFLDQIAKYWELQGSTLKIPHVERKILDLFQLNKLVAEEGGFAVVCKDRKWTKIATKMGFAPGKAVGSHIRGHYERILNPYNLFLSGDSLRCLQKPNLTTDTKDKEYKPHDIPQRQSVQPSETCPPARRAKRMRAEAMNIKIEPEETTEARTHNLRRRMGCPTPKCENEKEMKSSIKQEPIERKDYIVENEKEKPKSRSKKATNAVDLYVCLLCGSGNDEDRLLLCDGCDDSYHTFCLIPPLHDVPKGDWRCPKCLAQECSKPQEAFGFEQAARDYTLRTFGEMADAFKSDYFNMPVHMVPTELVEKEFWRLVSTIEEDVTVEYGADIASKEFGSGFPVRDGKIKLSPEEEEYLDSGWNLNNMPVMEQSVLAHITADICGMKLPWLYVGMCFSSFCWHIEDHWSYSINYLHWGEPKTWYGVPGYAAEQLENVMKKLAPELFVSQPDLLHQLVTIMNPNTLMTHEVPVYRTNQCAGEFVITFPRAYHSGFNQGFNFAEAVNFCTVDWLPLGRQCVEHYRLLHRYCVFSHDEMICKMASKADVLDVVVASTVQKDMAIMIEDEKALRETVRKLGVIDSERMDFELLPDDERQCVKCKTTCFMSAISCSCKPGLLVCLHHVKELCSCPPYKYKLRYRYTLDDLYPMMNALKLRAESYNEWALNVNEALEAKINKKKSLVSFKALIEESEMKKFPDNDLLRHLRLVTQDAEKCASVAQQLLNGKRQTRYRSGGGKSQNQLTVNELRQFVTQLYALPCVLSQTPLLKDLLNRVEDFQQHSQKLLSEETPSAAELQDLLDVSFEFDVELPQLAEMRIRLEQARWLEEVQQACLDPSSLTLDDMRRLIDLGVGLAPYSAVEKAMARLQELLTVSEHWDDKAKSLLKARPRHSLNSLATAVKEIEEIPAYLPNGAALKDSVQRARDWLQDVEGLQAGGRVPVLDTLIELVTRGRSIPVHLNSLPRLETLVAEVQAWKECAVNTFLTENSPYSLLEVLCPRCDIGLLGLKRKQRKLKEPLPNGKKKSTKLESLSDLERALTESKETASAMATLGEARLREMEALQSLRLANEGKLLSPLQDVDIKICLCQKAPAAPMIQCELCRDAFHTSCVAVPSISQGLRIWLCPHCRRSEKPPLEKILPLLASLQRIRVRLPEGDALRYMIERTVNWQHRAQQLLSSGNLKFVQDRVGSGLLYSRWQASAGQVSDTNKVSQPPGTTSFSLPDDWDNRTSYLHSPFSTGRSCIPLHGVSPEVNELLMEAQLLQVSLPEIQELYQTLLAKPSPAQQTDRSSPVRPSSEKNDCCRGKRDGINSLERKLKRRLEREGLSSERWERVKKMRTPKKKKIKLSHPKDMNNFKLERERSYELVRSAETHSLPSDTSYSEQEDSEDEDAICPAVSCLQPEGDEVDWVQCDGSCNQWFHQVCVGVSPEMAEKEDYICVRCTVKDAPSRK
#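 Compound dilutions met 200 nM (final) KDM5BΔAP for 10 min at room temperature before substrate addition. The substrate mix held 12.5 µM H3K4me3 with cofactors 25 µM α-ketoglutarate and 50 µM Fe²⁺. NADH signal gain over 30 min defined activity.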
# Numbers without * were called inactive; ? = inconclusive; [ ] = another dose, or the depositor's remark. Potency is the fitted concentration of half-maximal effect.
KDM5B inh | Structure
-22.3% | COc1ccc(CCNC(=O)Cc2c(C)c3c(cc(C)c4c(C)c(C)oc43)oc2=O)cc1
-19.6% | O=C(O)CCn1ccc2cc(S(=O)(=O)N3CCCCC3)ccc21
-25.6% | COc1cccc(CCC2CCCN(C(=O)c3ccc(OC)o3)C2)c1 (stereo unspecified)
? | CCN1c2cc(C(=O)NCc3ccncc3)ccc2C(=O)N2CCCCCC21 (stereo unspecified)
? | Cc1oc(-c2cccs2)nc1CC(=O)NCc1ccc(CN2CCC(C)CC2)cc1
-7.5% | Cc1ccc(S(=O)(=O)N2CCCN(C(=O)C3CC3)c3ccccc32)cc1F
? | CN1c2cc(C(=O)Nc3ccc(C(N)=O)cc3)ccc2C(=O)N2CCCCC21 (stereo unspecified)
3.1% | Cc1ccc(CN2C[C@@H]3C(=O)N(Cc4ccc5c(c4)OCO5)C(=O)[C@@H]3C2)cc1C
-6.9% | COc1ccc(NC(=O)CSc2nc3nc(C)c(Cc4ccccc4)c(C)n3n2)cc1OC
? | O=C1Nc2ccc(-c3ccc(Cl)cc3)cc2C(=O)N2CCN(C(=O)c3cccnc3)C[C@H]12
21.0% | COc1cc(C#N)ccc1OCc1csc(-c2ccccc2)n1
22.2% | FC(F)(F)c1ccc(NC(=S)NC2CC2)cc1
? | COc1ccc(N(Cc2cccs2)C(=O)COc2cccc(C)c2C)cc1
? | CCN(CC)c1ccc(NC(=O)CCn2ccn3nc4c(c3c2=O)CCCC4)c(C)c1
10.4% | O=C1CCN(C(=O)C2CCN(C(=O)Cc3cccc(F)c3)CC2)CCCCCCN1
-40.2% | CCOC(=O)c1c(Nc2cccc(C)c2)nnc(-c2ccccc2)c1-c1ccccc1
-3.3% | COC(=O)c1cc(S(=O)(=O)N(C)C2CCCCC2)oc1C
-26.4% | CCC(CC)C(=O)Nc1cc(-c2nc3cccnc3s2)ccc1C
-3.1% | CN(CC(=O)N1CCN(c2ccccc2C#N)C(=O)C1)Cc1ccccc1F
6.7% | Cc1ccc(-n2nc(C)c3nc(CCC(=O)Nc4cccc(F)c4)c(=O)n(C)c32)cc1
? | Cc1ccc(NC(=O)c2ccc(-n3cnc(NC(=O)C(C)C)c3)cc2)cc1C
14.6% | CCCc1ccc(-c2csc(NC(=O)Cn3cnc4c3c(=O)n(C)c(=O)n4C)n2)cc1
17.5% | CCC1(C)NC(=O)N(NC(=O)CSc2cc(C)c3ccccc3n2)C1=O (stereo unspecified)
8.0% | COc1ccc(CNS(=O)(=O)/C=C/c2cc(C)ccc2CNC(=O)OC(C)(C)C)cc1
-15.3% | CCc1cc(=O)n(CC(=O)Nc2ccc(C(F)(F)F)cc2)c(N2CCOCC2)n1
39.8%[activator] | Cc1ccc(C)c(Nc2nn3c(=O)c4ccc(C(=O)NC5CCCCC5)cc4nc3s2)c1
1.0% | CC(C)N[C@H]1CS(=O)(=O)C[C@@H]1S(=O)(=O)c1ccccc1
8.4% | Cc1cc(C)n(CCCN(C)Cc2ccccc2C#N)n1
? | COC(=O)COc1ccc(-c2nnc(Nc3ccc(O)cc3)c3ccccc23)cc1
? | O=C(Cn1ncc2c3ccccc3n(Cc3ccccc3)c2c1=O)NCCc1ccc(Cl)cc1
13.5% | Cc1nn(Cc2ccc(F)cc2)c2sc(C(=O)N3CCN(CC(=O)N4CCCC4)CC3)cc12
-13.5% | COc1cccc(NC(=O)c2oc3ccccc3c2NC(=O)C2CCCCC2)c1
-11.8% | CC(NC(=O)c1cc(-c2ccccc2)n[nH]1)c1ccc(F)c(F)c1 (stereo unspecified)
-7.5% | O=C(c1ccc(-c2cnco2)cc1)N1Cc2ccccc2C(O)C1 (stereo unspecified)
-24.8% | CCc1nn2c(NCc3ccccn3)cc(C)nc2c1-c1ccc(Cl)cc1
7.8% | CC(=O)N(C)c1ccc(NC(=O)c2ccc3c(c2)nc(C)n3-c2ccccc2)cc1
-0.9% | Cc1noc(C)c1CC(=O)N1CCC2(CC1)CC(N(Cc1ccccc1)C1CC1)CCO2 (stereo unspecified)
? | Cc1cccc(CNC(=O)c2nnn3cc(C)[nH]c(=O)c23)c1
3.6% | COc1ccc(Cc2nc(-c3ccc(Br)o3)no2)cc1
-15.4% | CCN1CCN(C(=O)c2ccc3c(c2)N(Cc2cccc(Cl)c2)C(=O)c2ccccc2S3(=O)=O)CC1
? | ClCC1=Nc2ccccc2Cc2ccccc21
0.4% | COc1ccc(CC(=O)NC2CCN(c3cc(-c4ccccc4)[nH]n3)CC2)cc1
2.2% | CCOc1ccc(C(C)=O)cc1CN(C)CC(=O)Nc1ccc(Cl)c(Cl)c1
-0.2% | O=C(CN1CCN(Cc2ccc(F)cc2)C1=O)NCc1ccccc1
10.1% | COc1ccc(C(=O)N2CCC(Cc3nc(C4CC4)n[nH]3)CC2)cn1
-22.0% | COc1cc(NC(=O)CCC2CCCN(Cc3ncccn3)C2)cc(OC)c1 (stereo unspecified)
-20.0% | COc1ccccc1CNC(=O)Cn1c(=O)oc2cc(S(=O)(=O)N3CCC(C)CC3)ccc21
8.2% | COC(=O)c1ccc(C2C(c3ccc(C)cc3)=C(O)C(=O)N2CCc2ccccc2)cc1 (stereo unspecified)
? | CN1CC2(CCN(C(=O)c3nccn3C)CC2)CC1C(=O)N1CCOCC1 (stereo unspecified)
-0.6% | COc1ccc(NC(=O)c2cc(-c3ccc(F)cc3)no2)cc1OC
10.3% | COc1ccc(C(=O)N2CCC(Cc3nc(-c4cnccn4)no3)CC2)cc1OC
10.2% | O=C(CCc1ncc(-c2ccc(F)cc2)o1)N1CCN(c2ccccc2)CC1
-13.6% | C[C@@H]1CN(C2CCN(Cc3cnn(C)c3C3CC3)CC2)C[C@H](C)O1
20.5% | CC1=CCN(Cc2ccc(OCC(O)CN3CCN(C)CC3)cc2)CC1 (stereo unspecified)
20.5% | CCOc1ccccc1-n1nnc2c(=O)n(Cc3nc(-c4ccc(OC)cc4OC)no3)cnc21
11.2% | CNC(=O)[C@@H]1CN(Cc2ccc(F)cc2F)C[C@H]1CO
-3.8% | O=C1CN(C(=O)CCC(=O)N2CCC3(CCCCO3)CC2)c2ccccc2N1
-15.7% | Cc1cc(F)ccc1OC1(C(=O)O)CCN(c2ncnc3nc[nH]c23)CC1
? | CN(C)c1ccc(C2/C(=C(/O)c3ccc(Br)cc3)C(=O)C(=O)N2C)cc1 (stereo unspecified)
12.3% | CC(Nc1ccc(NS(C)(=O)=O)cc1)C(=O)Nc1ccc(Cl)cn1 (stereo unspecified)

# By substructure, the compounds so far with a CF3 group
KDM5B inh | Structure
22.2% | FC(F)(F)c1ccc(NC(=S)NC2CC2)cc1
-15.3% | CCc1cc(=O)n(CC(=O)Nc2ccc(C(F)(F)F)cc2)c(N2CCOCC2)n1

# Returning to the listing; the 3 compounds before the break are reprinted first.
KDM5B inh | Structure
-15.7% | Cc1cc(F)ccc1OC1(C(=O)O)CCN(c2ncnc3nc[nH]c23)CC1
? | CN(C)c1ccc(C2/C(=C(/O)c3ccc(Br)cc3)C(=O)C(=O)N2C)cc1 (stereo unspecified)
12.3% | CC(Nc1ccc(NS(C)(=O)=O)cc1)C(=O)Nc1ccc(Cl)cn1 (stereo unspecified)
? | O=C1c2ccccc2NC(c2csc(-c3ccc(F)cc3)n2)N1CC(F)(F)F (stereo unspecified)
-14.0% | CCC(=O)N1CCC(Oc2ncccc2C(=O)N2CCOCC2)C1 (stereo unspecified)
20.3% | COc1ccc(NC(=O)N2C[C@@H](Oc3cccnc3)C[C@@H]2C(=O)N2CCOCC2)cc1
-0.4% | Cc1ccc2nc(N3CCN(C)CC3)c(C=O)c(=O)n2c1
14.1% | CC(NC(=S)NNC(=O)CSCc1ccccc1)c1ccccc1 (stereo unspecified)
-6.1% | O=C(Cc1cccn1-c1ccccc1)N1CCOCC1
-9.9% | O=C(NCCc1ccc(F)cc1)c1cc(-c2cccnc2)nc2ccccc12
-33.5% | CC(=O)N1CCN(C(=O)C[C@@H]2CCNC[C@@H]2Cc2cc(COc3ccccc3)on2)CC1
7.0%[115 µM] | COc1cccc(CN2CCC3(CC2)Cc2ccccc2CNC3=O)c1
-13.6% | Cc1ccccc1CNC(=O)Cn1c(C)c2cnn(-c3ccccc3)c(=O)c2c1C
32.5%[activator] | COc1cccc(/C=C2\SC(=S)N(CCC(=O)NNC(=O)c3ccccc3OC)C2=O)c1
-0.9% | Cc1nc(SCc2ccc(F)cc2Cl)sc1CC(N)=O
-3.3% | CCOc1ccc(CNC(=O)C2CCN(c3nc4ccccc4nc3C(F)(F)F)CC2)cc1OC
9.6% | Cc1ccc(CNC(=O)c2ccc3c(c2)nc(C)n3-c2cccc(F)c2)cc1
? | COc1cc(C2CC(=O)N3CN(c4ccc(F)cc4)CSC3=C2C#N)cc(Br)c1O (stereo unspecified)
14.2% | COc1ccc(N2C(=O)CSC23C(=O)N(CC(=O)NC2CCCCC2)c2ccccc23)cc1 (stereo unspecified)
-3.4% | CCCc1noc(-c2cn(C3CCN(C(=O)c4cccs4)CC3)nn2)n1
-20.0% | COc1ccc(C)cc1NC(=O)Nc1cccc(OCc2cc(=O)n3ccc(C)cc3n2)c1
-8.2% | C#CCN(C)C(=O)C[C@@H]1c2nc(NC(=O)CCCCC)sc2C[C@@H]2[C@](C)(CO)[C@H](O)CC[C@]21C
? | O=C(NC1CC1)c1c[nH]c2cccnc12
-2.1%[86.2 µM] | COc1ccccc1CN1CCc2nc(C(=O)Nc3nc(C)cs3)oc2CC1
-30.3% | COc1cccc(NC(=O)C(c2ccc(Cl)cc2)C(C)C)c1 (stereo unspecified)
? | c1ccc(CN2Cc3[nH]cnc3C[C@H]2c2nc(-c3ccccc3)no2)cc1
39.5% | O=C(CCC1CCCC1)NCCc1noc(-c2ccccc2)n1
-33.0% | CN1CC(=O)N(c2ccccc2F)Cc2c(NC3CCC3)ncnc21
16.4% | CC1CC(NC(=O)C2CCC2)CC(C)(C)C1 (stereo unspecified)
-12.6% | Cc1cccc(C(=O)Nc2cccc(C3OC(=O)N(Cc4ccccc4)C3C(=O)N3CCOCC3)c2)c1 (stereo unspecified)
15.6% | COC(=O)c1c(C)oc(C)c1S(=O)(=O)N1CCCCC1
-34.4% | O=C(NCc1ccc(F)cc1)c1cc2c(s1)CCN(C(=O)c1ccc(F)cc1)C2
-2.1% | COc1ccccc1-c1nnc(C2CCN(S(=O)(=O)c3ccccc3)CC2)o1

# 3 entries already listed, ordered by their value in KDM5B inh, ascending.
canonical_smiles | KDM5B inh
O=C(NCc1ccc(F)cc1)c1cc2c(s1)CCN(C(=O)c1ccc(F)cc1)C2 | -34.4%
C#CCN(C)C(=O)C[C@@H]1c2nc(NC(=O)CCCCC)sc2C[C@@H]2[C@](C)(CO)[C@H](O)CC[C@]21C | -8.2%
COC(=O)c1c(C)oc(C)c1S(=O)(=O)N1CCCCC1 | 15.6%

# Following part.
KDM5B inh | Structure
0.0% | CCCNC(=O)NC(=O)CSc1ncnc2ccccc12
-0.4% | CCN(C)C(=O)CCc1c(C)nn(-c2ccccc2)c1Oc1ccc(F)cc1F
-12.2% | Cc1cccc(NC(=O)N2CCC3(C2)C(=O)N(C)c2ccccc23)c1 (stereo unspecified)
11.3%[149 µM] | NCc1ccccc1-c1cccc(Cl)c1
3.7% | CC(C)CCC1(C)NC(=O)N(c2ccc(Br)cc2)N1 (stereo unspecified)
-4.8% | O=C(OCCN1CCCCC1)c1ccccc1F
30.2%[activator][149 µM] | CC(C)(C)OC(=O)NC(CN)c1ccccc1Cl (stereo unspecified)
13.8%[86.2 µM] | FC(F)(F)c1ccc(-c2cnc([C@@H]3COCCN3Cc3ccccn3)[nH]2)cc1
12.1% | CC(=O)N[C@H]1CN(S(=O)(=O)N(C)Cc2ccccc2)C[C@@H]1C1CC1
16.3% | CCn1ncc(N2CCCC(CC(=O)NCc3cccc(C)c3)C2)cc1=O (stereo unspecified)
-2.7% | CC(C)c1ccc(C(=O)NC(=S)Nc2ccc3[nH]c(=O)[nH]c3c2)cc1
-9.6% | COc1ccc(C)cc1NC(=O)c1ccc(NS(=O)(=O)c2cccc3cccnc23)cc1
-9.1% | CCCCOc1ccc(C2=NC(c3ccncc3)=Nc3ccc(OCC)cc3N2)cc1
? | CCc1ccccc1NS(=O)(=O)c1ccc2c(c1)CC(=O)N2
12.2% | COc1ccccc1NC(=O)Cn1cc(C(=O)C2CC2)c2ccccc21
? | COc1ccccc1NC(=O)N1c2ccccc2Sc2ccccc21
26.9% | CCc1ncc(C(=O)N2CCC(c3cc(Cc4ccccc4)[nH]n3)CC2)cn1
? | CCc1ccc(N2CC(c3noc(-c4cc(F)ccc4F)n3)CC2=O)cc1 (stereo unspecified)
17.0% | CN1CCN(C(=O)N2CCC3(CCCN(C4CCOCC4)C3=O)C2)CC1 (stereo unspecified)
15.2% | CCCCCn1nc(C(=O)N2CCc3ccccc32)c2ccccc2c1=O
? | COC(=O)[C@@H]1Cc2c([nH]c3ccccc23)[C@H]2C[C@@H](N3CCOCC3)C[C@@H](c3ccccc3)N21
10.4% | Cc1cccc(NC(=O)Cn2c(=O)n(Cc3nc(-c4ccccc4)no3)c(=O)c3ccccc32)c1
16.3% | CC(C)CC(=O)Nc1ccc2oc(-c3cccc(Cl)c3)nc2c1
14.3% | CCNC(=O)N(C)Cc1nc(-c2ccc(Cl)cc2)no1
? | COc1ccccc1-c1cnc(Nc2ccncc2)c2c1CCO2
-7.5% | COCCn1c(CCC(=O)Nc2ccc(C)c(Cl)c2)nc2cccnc21
-25.4% | CCCCCn1c(CCCNC(=O)c2ccc(Cl)cc2)nc2ccccc21
23.2% | CCC(CC)CN1CC2(CCN(C(=O)CCc3cnn(C)c3)CC2)OC1=O
21.5% | CC(=O)NC12CC3CC(C1)CC(C(=O)NC(c1ccccc1)c1ccccc1)(C3)C2
-5.5% | O=C(NC1CC1)c1cccc(NS(=O)(=O)c2cc(F)cc(F)c2)c1

# Compounds listed so far that contain a COOH group (2):
KDM5B inh | Structure
-19.6% | O=C(O)CCn1ccc2cc(S(=O)(=O)N3CCCCC3)ccc21
-15.7% | Cc1cc(F)ccc1OC1(C(=O)O)CCN(c2ncnc3nc[nH]c23)CC1

# Some of the compounds tested; rates above refer to the full screens.
